ANO1 activ: TMEM16A chloride channel activators or potentiators, primary screen, cell-based, HTS. Anoctamin-1 (Mus musculus), Q8BHY3. HEK293 TMEM16A/YFP-H148Q/I152L, iodide quench fluorescence; stronger effect = lower value. B-score at 10 µM. actives 0.3% (n = 340,000);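 active = fluorescence-ratio B-score plate-corrected deviation score at least 3 library SD below zero, with starting fluorescence score within 5 deviations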;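 note: channel opened by trigger with iodide after compound preincubation; score built on the fluorescence ratio of max minus min over baseline; more negative score means more quench and so TMEM16A activation or potentiation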
Target sequence (Q8BHY3 whole entry, looked up): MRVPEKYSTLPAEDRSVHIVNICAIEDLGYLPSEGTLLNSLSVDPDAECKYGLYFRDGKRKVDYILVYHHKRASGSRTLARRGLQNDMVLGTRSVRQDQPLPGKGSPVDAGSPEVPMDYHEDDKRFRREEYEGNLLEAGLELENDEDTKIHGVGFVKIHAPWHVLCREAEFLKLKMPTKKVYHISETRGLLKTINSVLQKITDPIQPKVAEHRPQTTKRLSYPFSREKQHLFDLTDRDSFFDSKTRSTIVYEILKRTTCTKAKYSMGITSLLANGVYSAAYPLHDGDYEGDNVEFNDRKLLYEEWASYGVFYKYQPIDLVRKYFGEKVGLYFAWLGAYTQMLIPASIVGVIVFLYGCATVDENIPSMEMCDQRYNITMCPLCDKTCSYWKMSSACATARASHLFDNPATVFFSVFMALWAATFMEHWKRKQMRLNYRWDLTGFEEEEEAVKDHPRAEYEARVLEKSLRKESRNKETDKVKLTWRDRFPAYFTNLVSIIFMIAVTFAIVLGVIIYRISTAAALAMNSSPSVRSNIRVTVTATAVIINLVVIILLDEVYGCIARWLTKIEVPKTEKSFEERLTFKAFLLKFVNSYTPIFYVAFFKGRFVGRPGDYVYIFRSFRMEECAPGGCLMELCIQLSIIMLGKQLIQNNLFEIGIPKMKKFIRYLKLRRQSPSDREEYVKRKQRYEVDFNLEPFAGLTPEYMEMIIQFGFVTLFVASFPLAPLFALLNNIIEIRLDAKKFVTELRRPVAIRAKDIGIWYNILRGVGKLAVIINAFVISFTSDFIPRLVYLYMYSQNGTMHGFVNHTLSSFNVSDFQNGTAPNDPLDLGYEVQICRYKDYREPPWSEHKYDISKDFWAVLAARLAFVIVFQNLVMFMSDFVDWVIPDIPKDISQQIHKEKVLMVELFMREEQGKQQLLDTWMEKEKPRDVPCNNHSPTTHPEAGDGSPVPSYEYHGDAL
Dyrk1A ADPGlo: rat Dyrk1A kinase inhibitors, primary screen, biochemical, single point, plate reader | inhibition, % at 12.5 µM | actives 0.43% (n = 310,000) | Dual specificity tyrosine-phosphorylation-regulated kinase 1A (Rattus norvegicus), Q63470 | ADP-Glo luminescence, NFATc1 peptide | AID 504441, 2011; in the data active = inhibition above about 50%;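 note: plate controls were vehicle with enzyme for no effect and no enzyme for full effect; many of its hits are not listed in these tables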
KCNK3 inh: human KCNK3 channel inhibitors, primary screen, CHO cells, FluxOR thallium flux, B-score; FluxOR fluorescence; stronger effect = lower value; B-score at 10 µM; actives 0.84% (n = 340,000); AID 602410, 2012;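 active = B-score under library mean minus 4 SD, starting fluorescence ratio at most library mean plus 5 SD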;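 note: more negative B-score means stronger inhibition of thallium flux through KCNK3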
* = called active by the depositor; i = inactive. An excerpt (hit frequency here may not be typical).

SMILES	ANO1 activ	Dyrk1A ADPGlo	KCNK3 inh
CC(C)(C)c1ccc(S(=O)(=O)N2CCN(C(=O)c3ccc4c(c3)C(=O)N(Cc3ccncc3)C4=O)CC2)cc1	i	3	i
CC(=NNC(=S)N1CCCCCC1)c1cccc2cccnc12	i	0	i
O=C1c2ccccc2C(=O)C1C(=O)C1CC1	i	-5	i
Cc1cc(=O)oc2cc(OCC(=O)NC3(C#N)CCCCC3)c(Cl)cc12	i	15	i
CCN(CC)c1ccc(S(=O)(=O)N2CCOCC2)cc1NC(=O)COC(=O)/C=C/c1ccccc1	i	-1	i
COc1ccc(NC(=O)CCN2C(=O)C3CC=CCC3C2=O)cc1S(=O)(=O)N1CCCCC1 (stereo not given)	i	-1	i
CCOC(=O)c1c(C)oc2c1c(C=NCc1ccccn1)c(O)c1ccccc12	i	2	i
O=C(CN1C(=O)C2CCCN2c2ncc(Cl)cc21)NCc1ccc2c(c1)OCO2 (stereo not given)	i	5	i
O=C(C=Cc1ccco1)c1ccc([N+](=O)[O-])cc1	i	-3	i
C#CCOCCOCCOCCNc1nc(N2CCN(C(=O)[C@H](CCCCN)n3cc(CCC(=O)O)nn3)CC2)nc(N2CCN(C(=O)[C@H](Cc3ccc(O)cc3)n3cc(CCO)nn3)CC2)n1	i	7	i
NC(=S)NN=C1CCC(C2CCCCC2)CC1 (stereo not given)	i	-1	i
CC1CC(=O)c2ccccc2C1C (stereo not given)	i	0	i
COc1ccc(C=O)cc1COc1ccc2c(c1)OCO2	i	3	i
Cc1cc(C(=O)Nc2cccc3c2O[C@@H](CN(C)S(C)(=O)=O)[C@H](C)CN([C@@H](C)CO)C3=O)n(C)n1	i	7	i
Cc1ccc(NC(=O)COC(=O)CCC(=O)c2cccs2)c(Br)c1	i	-4	i
CCN(CC(=O)NCc1cccs1)C(=O)c1cccc(S(=O)(=O)N(CC)c2ccccc2)c1	i	-4	i
CCC(=O)c1ccc(OCC(=O)N(CC)CC2COc3ccccc3O2)cc1 (stereo not given)	i	-1	i
N#Cc1ccc(C(=O)OCc2cccc(S(=O)(=O)N3CCOCC3)c2)cc1	i	29	i
O=S(=O)(NCCc1ccccc1)c1ccc(F)cc1Br	i	1	i
O=C(COC(=O)/C=C/c1ccc(F)cc1)NC1CCS(=O)(=O)C1 (stereo not given)	i	-7	i
Cc1cccc(OC(C)C(=O)Nc2ccc3c(c2)OCCO3)c1 (stereo not given)	i	8	i
CN(C)C(CNC(=O)C1CCN(S(=O)(=O)c2ccccc2C(F)(F)F)CC1)Cc1ccccc1 (stereo not given)	i	0	i
COc1ccc(NS(=O)(=O)c2cc(NC(=O)CCc3ccccc3)ccc2N2CCOCC2)cc1	i	-3	i
O=C(CCC(C(=O)O)N1C(=O)c2ccccc2C1=O)Nc1ccccc1 (stereo not given)	i	1	i

Record cards, as listed above:
O=C(CCC(C(=O)O)N1C(=O)c2ccccc2C1=O)Nc1ccccc1 (stereo not given) as listed: ANO1 activ: i; Dyrk1A ADPGlo: 1; KCNK3 inh: i
N#Cc1ccc(C(=O)OCc2cccc(S(=O)(=O)N3CCOCC3)c2)cc1 as listed: ANO1 activ: i; Dyrk1A ADPGlo: 29; KCNK3 inh: i

Additional compounds
SMILES	ANO1 activ	Dyrk1A ADPGlo	KCNK3 inh
CCN(c1ccccc1)S(=O)(=O)c1cc(C(=O)NCc2ccco2)ccc1C	i	-3	i
CCOc1ccc(S(=O)(=O)N2CCN(C(=O)c3oc4ccc(OC)cc4c3C)CC2)cc1	i	15	i
COc1cccc(CNC(=O)c2cccc(S(=O)(=O)N3CCN(Cc4ccccc4)CC3)c2)c1	i	-3	i
c1ccc(N2CC3COc4ccccc4C3=N2)cc1 (stereo not given)	i	2	i
Cc1ccc2c(CN3CCN(S(=O)(=O)c4ccc(Cl)cc4)CC3)cc(=O)oc2c1C	i	-3	i
CC(=O)C1CCC2C3CCC4=CC(=O)CCC4(C)C3(F)C(O)CC12C (stereo not given)	i	4	i
CC(NC(=O)c1ccccc1Cl)C(=O)NCc1cccs1 (stereo not given)	i	4	i
O=C1[C@H](Cc2ccccc2)NCCCC[C@H](c2ccco2)N1Cc1ccccc1	i	-5	i
C[C@@H]1C(=O)N(c2ccccc2)[C@@H]1c1ccncc1	i	-2	i
COc1cc(C(=O)Nc2ccc(S(=O)(=O)N3CCCCC3)cc2)ccc1OCC(=O)N1CCOCC1	i	-6	i
COc1ccc2c(c1)c1ccc3c(c1n2C)C(=O)C=CC3=O	i	4	i
O=[N+]([O-])c1ccccc1Nc1ccccc1[N+](=O)[O-]	i	2	i
Cc1ccc(N2CC(C(=O)N3CCN(c4ccccn4)CC3)CC2=O)cc1 (stereo not given)	i	-5	i
Cc1ccc(NC(=O)Nc2nc3ccc(S(C)(=O)=O)cc3s2)cc1	i	0	i
O=C(O)C1CCc2nc(NCc3ccccc3)nc(NCc3ccccc3)c2C1 (stereo not given)	i	-7	i
O=C(CCc1c[nH]c2ccccc12)N1CCN(S(=O)(=O)c2ccc(F)cc2)CC1	i	-4	i
COC(=O)C1(Cc2ccc3c(c2)CCC3)Cc2ccc3c(c2C1=O)CCC3 (stereo not given)	i	0	i
CCN(C(=O)COC(=O)c1ccc2ccccc2n1)c1c(N)n(Cc2ccccc2)c(=O)[nH]c1=O	i	1	i
O=C(COC(=O)c1ccco1)Nc1ccc(N2CCOCC2)cc1	i	14	i
COc1ccc(-c2csc(NC(=O)c3c(C)noc3C)n2)cc1F	i	13	i
OC(CN(Cc1ccccc1)Cc1ccccc1)c1ccccc1 (stereo not given)	i	3	i
COc1ccc(-c2nn(-c3ccccc3)cc2C(=O)N2CCN(S(=O)(=O)c3ccccc3[N+](=O)[O-])CC2)cc1	i	0	i
S=C(c1ccco1)N1CCOCC1	i	0	i
CCc1cc(C(=O)NCC(c2ccc(OC)cc2)N2CCOCC2)sc1C (stereo not given)	i	-1	i
COc1ccc(CCC(=O)N2CCN(S(=O)(=O)c3cccs3)CC2)cc1	i	13	i
Cn1c(=O)c2nc(SCc3ccccc3)n(C)c2n(C)c1=O	i	1	i
CC(NC(=O)CN1C(=O)NC2(CCCC2)C1=O)c1ccc2ccccc2c1 (stereo not given)	i	0	i
COc1ccc(C(=O)OCC(=O)Nc2ccc3c(c2)OCO3)cc1S(=O)(=O)N1CCOCC1	i	-5	i
COc1cc(OC)c2c(c1)OC(=O)CC2c1ccc2c(c1)OCO2 (stereo not given)	i	3	i
CC1(C)OC2OC(C3COC(=O)O3)C(OC(=O)c3ccccc3)C2O1 (stereo not given)	i	-1	i
CCCCCCCCCCCCCCCC[N+](C)(C)CCl	i	3	i
CCN1CCN(c2ccc(NC(=O)c3ccc4c(c3)OCCO4)cc2C)CC1	i	-4	i
Cn1c(=O)[nH]c2c(c1=O)CCO2	i	0	i
O=S1(=O)CSCS(=O)(=O)C1	i	-4	i
Cc1ccc(S(=O)(=O)Oc2cccc([N+](=O)[O-])c2)cc1	i	-2	i
CC(=O)Nc1ccc(S(=O)(=O)N(C)c2ccc(OCC(=O)NCCc3ccccc3F)cc2)cc1	i	-1	i

Some of the entries so far, with values ahead of the structure.
ANO1 activ | Dyrk1A ADPGlo | KCNK3 inh | SMILES
i | 1 | i | Cn1c(=O)c2nc(SCc3ccccc3)n(C)c2n(C)c1=O
i | 0 | i | CC(NC(=O)CN1C(=O)NC2(CCCC2)C1=O)c1ccc2ccccc2c1 (stereo not given)
i | -5 | i | COc1ccc(C(=O)OCC(=O)Nc2ccc3c(c2)OCO3)cc1S(=O)(=O)N1CCOCC1
i | 3 | i | COc1cc(OC)c2c(c1)OC(=O)CC2c1ccc2c(c1)OCO2 (stereo not given)
i | -1 | i | CC1(C)OC2OC(C3COC(=O)O3)C(OC(=O)c3ccccc3)C2O1 (stereo not given)
i | 3 | i | CCCCCCCCCCCCCCCC[N+](C)(C)CCl

(list continues)
SMILES	ANO1 activ	Dyrk1A ADPGlo	KCNK3 inh
COc1ccc(S(=O)(=O)N2CCC(C(=O)NCC(=O)Nc3c(C)cccc3C)CC2)cc1OC	i	-4	i
COc1ccccc1N1CCN(C(=O)c2ccccc2SCC(=O)NCc2ccco2)CC1	i	14	i
S=c1c2[nH]cnc2ncn1CCSc1ncnc2nc[nH]c12	i	-1	i
NC(=O)c1ccc(NC(=O)COC(=O)c2ccc(Br)c(S(=O)(=O)N3CCOCC3)c2)cc1	i	1	i
C=CCN1C(=O)[C@H]2CCC=C[C@H]2[C@@H]1c1cccc(C)c1	i	-3	i
COc1ccc(C=NN=C2c3ccccc3-c3ccccc32)cc1OC	i	3	i
O=C(OCc1nnc(-c2ccccc2)o1)C1CCN(C(=O)c2ccc(Cl)cc2)CC1	i	-2	i
COCCCNC(=S)NCCNc1nc2c(C)c(C)ccc2cc1C#N	i	0	i
COC(=O)C1=C(\O)CCCC/C=C\1C(=O)O	i	10	i
COc1cc2c(oc(=O)c3cc(C)cc(OC)c32)c2c(C3OC(C)C(O)C(C)(O)C3O)ccc(O)c12 (stereo not given)	i	2	i
CCC1(C(=O)NC(=Nc2ccccc2)Nc2ccccc2)CCOC1=O (stereo not given)	i	-3	i
O=C1CCCCC1Nc1ccc2ccccc2c1 (stereo not given)	i	0	i
OC1c2cc(Cl)ccc2-c2c(Cl)cc(Cl)cc21 (stereo not given)	i	18	i
CC(CCc1ccccn1)(CCc1ccccn1)C(=O)c1ccccc1	i	1	i
CN(C)S(=O)(=O)c1ccc(/C(O)=C2/C(=O)C(=O)N(CCN3CCCCC3)C2c2cccnc2)cc1 (stereo not given)	i	-4	i
COc1nc(=O)n(C2OC(CO)C(O)C2O)cc1C (stereo not given)	i	-4	i
C[C@H](NC(=O)COc1ccccc1)C(=O)OCC(=O)c1cc2ccccc2o1	i	1	i
CCOC(=O)c1cnc(N)nc1-c1ccccc1	i	7	i
CC1(C)SC2c3ccccc3C(=O)N2C1C(=O)O (stereo not given)	i	-6	i
C#CCOCCOCCOCCNc1nc(N2CCN(C(=O)[C@H]([C@@H](C)O)n3cc(CCCCN)nn3)CC2)nc(N2CCN(C(=O)[C@H](C)n3cc(CCC(=O)O)nn3)CC2)n1	i	0	i
O=S(=O)(c1ccccc1)N1CCN(Cc2ccccc2)c2ccccc21	i	-1	i
COc1ccccc1NS(=O)(=O)c1cccc(C(=O)N2CCCCCC2)c1	i	-10	i
CCCCN(C(=O)c1cccc(S(=O)(=O)N(CC)c2ccccc2)c1)c1c(N)n(CCCC)c(=O)[nH]c1=O	i	-3	i
O=C(CSc1nc(NS(=O)(=O)c2ccccc2)cc(=O)[nH]1)Nc1ccc(Cl)cc1	i	5	i
Cc1ccccc1S(=O)(=O)N1C[C@H]2CON(C)[C@H]2C[C@H]1c1cccc(N2CCOCC2)c1	i	-4	i
COc1ccc(C(=O)NCC(c2ccco2)N2CCCCC2)cc1S(=O)(=O)Nc1ccc(C)cc1 (stereo not given)	i	2	i
O=C(COC(=O)c1ccc[nH]c1=O)NCC12CC3CC(CC(C3)C1)C2	i	0	i
O=C(O)C(=Cc1ccccc1)Cc1ccccc1	i	-5	i
Cc1cc(CCNC=O)c(C)c2c1oc1ccccc12	i	1	i
COC(=O)c1nn(-c2ccccc2)c(Sc2ccc(C)cc2)c1/C=N/O	i	11	i
Cc1cn(C(C)C)c(=O)n(-c2ccccc2)c1=O	i	-1	i
CC(=O)C1CCC2C3CC=C4N(C)C(=O)CCC4(C)C3CCC12C (stereo not given)	i	-3	i
N#CC(CC(=O)c1ccc(Cl)cc1)c1ccccc1 (stereo not given)	i	3	i
O=C(/C=C/c1cccnc1)/C=C/c1cccnc1	i	5	i
C(=NOCCc1ccccc1)c1cccnc1	i	0	i
COc1ccc(OCCN2CCCC2)cc1Nc1nnc(Cl)c(Nc2ccccc2S(C)(=O)=O)n1	i	8	i
COc1cccc(NC(=O)COC(=O)c2ccc3c(c2)OCO3)c1	i	2	i
CC(=O)c1ccc(Nc2nc(-c3ccccc3)nc3ccccc23)cc1	i	6	i
COCCN(CC(=O)Nc1cccc(C)c1C)C(=O)c1ccc2ccccc2n1	i	0	i
CN(C)CCC1(C2=CCCC2)CC/C(=C/c2ccc(Cl)cc2)C1=O (stereo not given)	i	0	i
Cc1nc2[nH]c(=O)n(O)c(=O)c2s1	i	1	i
O=C(NC1=CC(=O)c2ccccc2C1=O)c1ccccc1	i	-1	i
O=C(CNC(=O)c1ccc(Br)o1)Nc1ccc(F)c(S(=O)(=O)N2CCOCC2)c1	i	5	i
COc1ccccc1CC(O)CC1c2c(cc3c(c2OC)OCO3)CCN1C (stereo not given)	i	0	i
Cc1ccc(S(=O)(=O)N2CCC(C(=O)N3CCc4ccccc43)CC2)cc1C	i	2	i
CCCCC(=O)OC1CCC2C3CCc4cc(O)ccc4C3CCC12C (stereo not given)	i	7	i
NC(=O)c1c(N)sc2c1CCC2	i	5	i
CCCc1cc2c(=O)c(-c3nc4ccccc4s3)c(COCC(=O)O)oc2cc1O	i	3	i
Cc1onc(-c2ccccc2)c1C(=O)N[C@@H]1C(=O)N2C1SC(C)(C)[C@@H]2C(=O)O (stereo not given in full)	i	-9	i
COc1cccc(C(=O)OCC(=O)N2CCc3ccccc32)c1OC	i	-6	i

A few values from above:
Dyrk1A ADPGlo result of `COc1cccc(NC(=O)COC(=O)c2ccc3c(c2)OCO3)c1` : 2
Dyrk1A ADPGlo result of `O=C(CNC(=O)c1ccc(Br)o1)Nc1ccc(F)c(S(=O)(=O)N2CCOCC2)c1` : 5
Dyrk1A ADPGlo result of `Cc1nc2[nH]c(=O)n(O)c(=O)c2s1` : 1
